Tau fibril ThT: blocks human tau fibril formation measured by thioflavin T | hit rate 2.1% among 270,000 | AID 1460 | Potency, µM (titrated, usually from 57.4 µM), for the others: at the top dose activity, negative = inhibition, actives largely listed as inhibitors | recombinant tau K18 P301L, heparin-induced fibrillization, ThT fluorescence | P10636; further: on the % scale 0 is the no-effect control and ±100 the full control effect; nearly all actives have a fitted effect of over 55% in size
Target sequence (P10636 561-689 P618L limits assumed): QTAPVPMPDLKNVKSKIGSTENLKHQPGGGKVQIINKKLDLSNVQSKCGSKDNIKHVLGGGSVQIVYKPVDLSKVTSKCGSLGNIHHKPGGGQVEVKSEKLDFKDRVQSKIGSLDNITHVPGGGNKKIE
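ThT emission at 510 nm, taken 1 hr after adding 30 uM dye, quantifies aggregates formed when 20 uM heparin acts on human tau K18 P301L for 6 hr at 37 C.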
Tau fluor counter: counter-screen for tau fibril formation inhibitors. AID 1463. hit rate 0.93% among 280,000. Potency, µM (doses to about 57.7 µM), without a hit: at the highest dose activity change, negative = decrease. tau K18 P301L Alexa594 fluorescence, heparin fibrillization; further: on the % scale 0 is the no-effect control and ±100 the full control effect; nearly all actives have a fitted effect of over 55% in size
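Human tau K18 P301L (15 uM unlabeled, 0.24 uM Alexa 594-labeled) in 100 mM sodium acetate pH 7 with 20 uM heparin, 6 hr at 37 C. ThT 30 uM added, 1 hr ambient; Alexa 594 FP and total fluorescence read at 555/632 nm.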
HTT cytoprotect: cytoprotection in Huntington HTT-Q103 PC12 cell model | PC12 HTT-Q103 induced, cytoprotection, ATP luminescence, 40 h | Potency, µM (series often up to 56.4 µM), without a hit: cytoprotection (ATP increase), hits mostly activators | hit rate 0.14% among 230,000 | AID 1471;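 further: % of control where 0% means no effect; nearly all actives have a fitted effect of over 45% in size; toxic huntingtin expression switched on by the ecdysone agonist tebufenozide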
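Cells were plated at 1500 per well in phenol red-free DMEM with 5% equine and 5% calf serum. Tebufenozide (100 nM final) and compounds were added, then ATPlite reagent, and luminescence was read.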
SMN2 splice up: increases expression of the SMN2 splice variant. HEK293 SMN2-luciferase splicing reporter, luminescence, 30-36 h. Potency, µM (top dose mostly 46.1 µM), inactives show at the top dose activity change, positive = activation, actives largely listed as activators. hit rate 2.8% among 210,000; further: % of control where 0% means no effect; nearly all actives have a fitted effect of over 55% in size
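HEK293 cells carry an SMN2 […]–luciferase reporter in which exon 7 inclusion puts luciferase in frame. Cells were plated 10-12 h before compound addition, then incubated 30-36 h at 37C. ONE-Glo luminescence was read; sodium butyrate at 4.5 mM final served as control.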
HttQ103 aggreg: mutant huntingtin aggregation inhibition; PC12 HttQ103-GFP aggregates, Acumen cytometry, 40 h; Potency, µM (top dose mostly 46.1 µM), for inactives: at the top dose activity change, negative = inhibition, hits mostly inhibitors; hit rate 1.1% among 220,000; further: on the % scale 0 is the no-effect control and ±100 the full control effect; nearly all actives have a fitted effect of over 60% in size
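Quantitative HTS on tebufenozide-induced (100 nM) PC12 cells stably expressing polyQ103 Huntingtin exon 1–GFP. Reduction of bright GFP aggregates, detected by laser scanning cytometry after lysis, identified actives across the titration.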
ALDH1A1 block: inhibitors of human aldehyde dehydrogenase 1A1. P00352. AID 1030. Potency, µM (titrated, usually from 75.3 µM), for the others: at the top dose activity, negative = inhibition, hits mostly inhibitors. hit rate 7.3% among 220,000. Purified ALDH1A1, NADH fluorescence, propionaldehyde substrate; active means well fitted inhibition curve with a large enough effect, not every such curve was filed as active; inconclusive means small, poorly fitted or top-dose-only effect, or another doubt; inactive means no such curve, though single readings can be large or run the other way;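 further: plate controls were no enzyme wells and a reference inhibitor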
Target sequence (P00352 whole entry, looked up): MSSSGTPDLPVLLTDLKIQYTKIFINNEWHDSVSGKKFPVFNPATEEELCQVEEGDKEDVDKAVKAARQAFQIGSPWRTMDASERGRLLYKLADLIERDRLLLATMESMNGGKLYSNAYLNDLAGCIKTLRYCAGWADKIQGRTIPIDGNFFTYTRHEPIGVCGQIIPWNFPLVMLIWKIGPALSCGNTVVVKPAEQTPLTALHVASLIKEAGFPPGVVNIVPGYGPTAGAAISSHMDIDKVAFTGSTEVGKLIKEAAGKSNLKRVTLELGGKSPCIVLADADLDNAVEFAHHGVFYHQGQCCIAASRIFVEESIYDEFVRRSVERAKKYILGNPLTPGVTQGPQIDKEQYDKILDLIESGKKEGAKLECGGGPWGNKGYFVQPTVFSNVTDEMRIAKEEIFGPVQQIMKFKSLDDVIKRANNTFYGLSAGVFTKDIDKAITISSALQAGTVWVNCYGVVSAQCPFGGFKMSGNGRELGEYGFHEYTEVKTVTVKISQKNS
JMJD2E inh: blocks human JMJD2E demethylase activity. B2RXH2. JMJD2E catalytic domain, FDH-coupled NADH fluorescence (FDH is formaldehyde dehydrogenase). Potency, µM (highest dose often 57.1 µM), without a hit: at the highest dose activity change, negative = inhibition, hits mostly inhibitors. hit rate 1.6% among 230,000. AID 2147; active means well fitted inhibition curve with a large enough effect, not every such curve was filed as active; inconclusive means small, poorly fitted or top-dose-only effect, or another doubt; inactive means no such curve, though single readings can be large or run the other way;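 further: 0% = wells with enzyme and -100% = buffer wells without enzyme; nearly all actives have a fitted effect of over 50% in size; many of its hits are not listed in these tables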
Target sequence (B2RXH2 1-337 limits assumed): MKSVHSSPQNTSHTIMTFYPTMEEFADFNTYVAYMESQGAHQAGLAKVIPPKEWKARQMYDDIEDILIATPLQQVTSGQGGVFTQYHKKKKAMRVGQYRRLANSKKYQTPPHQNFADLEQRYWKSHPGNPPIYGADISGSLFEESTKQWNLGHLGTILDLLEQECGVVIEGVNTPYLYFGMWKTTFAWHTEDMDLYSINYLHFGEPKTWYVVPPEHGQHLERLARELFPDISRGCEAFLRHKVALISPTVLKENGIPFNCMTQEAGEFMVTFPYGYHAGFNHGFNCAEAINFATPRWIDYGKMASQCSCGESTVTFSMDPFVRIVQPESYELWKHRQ
Tau fibril FP: tau fibrillization inhibition (FP); K18 P301L tau heparin fibrillization, Alexa594 FP, 6 h; Potency, µM (doses to about 57.7 µM), inactives show at the highest dose activity, negative = inhibition, most hits filed as inhibitors; hit rate 0.39% among 280,000; AID 1468; further: on the % scale 0 is the no-effect control and ±100 the full control effect; nearly all actives have a fitted effect of over 55% in size
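Recombinant K18 P301L […], labeled with Alexa 594 at 0.24 uM over 15 uM unlabeled; heparin inducer 20 uM final; 37 C, 6 hr; FP endpoint.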
Active calls of the source: *; ? = inconclusive; · = no result given; & = joins results of further samples; [ ] = another dose, or the depositor's remark. Unless noted, the call rests on the fitted dose curve; in most records, active means well fitted curve in the direction sought with a large enough effect; inconclusive means small, poorly fitted or top-dose-only effect, or another doubt; inactive means no such curve, though single readings can be large; an effect the other way counts as inactive or inconclusive. Potency means the concentration at half of the fitted maximal effect. A portion of the library; count on the stated rates, not on these rows.

SMILES	Tau fibril ThT	Tau fluor counter	HTT cytoprotect	SMN2 splice up	HttQ103 aggreg	ALDH1A1 block	JMJD2E inh	Tau fibril FP
CS(=O)(=O)N(Cc1ccc(C(=O)Nc2ccccc2Sc2ccccc2)cc1)c1ccccc1	-8%	-4%	-9%	·	3%	10%	-1%	-1%
CCOC(=O)c1c(C)oc2ccc(N(C(C)=O)S(=O)(=O)c3c(C)cc(C)cc3C)cc12	-9%	-7%	·	-4%	·	·	·	-7%
CC1CCN(CC(=O)N2CC(=O)Nc3ccccc32)CC1	-2%	1%	11%[10 µM]	6%	-10%	-4%	5%	7%
COc1ccccc1C(=O)NC(=O)Nc1ccc(-n2nc(C(F)(F)F)cc2C(F)(F)F)cc1	0%	-14%	·	-11%	·	·	·	?
Cn1cc(-c2nc3ccccc3[nH]2)c2ccccc21	?	?	-40%[inhibitor]	22µM*	?	?	?	15%
COc1ccc(C2SCC(=O)N2c2nc3ccccc3s2)cc1 (stereo unspecified)	-8%	?	5%[10 µM]	·	-17%[9.22 µM]	2%	-11%	-9%
COc1ccc(C(Nc2ccccn2)c2ccc3ccc(C)nc3c2O)cc1C (stereo unspecified)	16µM*	-19%	·	-20%	·	·	·	3%
CCOc1ccc(NCC(=O)Nc2ccc(C)cc2C)cc1	?	-8%	2%	-9%	4%	1.8µM*	-6%	5%
COc1cccc(-n2c(-c3ccco3)nc3c(cnn3-c3ccccc3C)c2=O)c1	-14%	-19%	·	?	·	·	·	-10%
Cc1c(Cl)cnc(NC(=O)COC(=O)c2ccc(S(=O)(=O)NCc3ccco3)cc2)c1Cl	?	-15%	10%[10 µM]	4%	10%	-5%	-3%	0%
O=C(c1ccccc1)c1nc2ccccc2[nH]c1=O	0%	-1%	-26%	16%	?	3%	7%	2%
CCC1=C(OC(=O)N(CC)CC)N2C(=O)OC(=NCCc3c[nH]c4ccccc34)[C@]2(C)[C@H]2C1=CC[C@H]1C(=O)N(CC)C(=O)[C@H]12	?	?	18%	-8%	-10%[9.22 µM]	-4%	6%&3%	?
COC(=O)c1ccccc1NC(=O)CSc1nnc(C(CO)NC(=O)c2ccccc2Cl)n1C (stereo unspecified)	-3%	3%	-9%	-3%	-3%	-3%	5%	2%
CC[C@H](C)/C=C(C)/C=C/C1=CC2=CC(=O)[C@]3(C)OC(=O)[C@@H](C(C)=O)[C@@H]3C2=CO1	-10%	-18%	1%[10 µM]	·	5%[9.22 µM]	?	?	?
COc1ccc(N2C(=O)CC(N(CCc3ccccc3)C(=O)/C=C/C(=O)O)C2=O)cc1 (stereo unspecified)	-7%	-3%	-14%[10 µM]	·	4%[9.22 µM]	?	0%	-4%
CCOC(=O)c1nn(-c2ccc(C)c(C)c2)cc1O	-16%	-20%	-12%	0%	0%	?	-8%	1%
C/C(CC(=O)NCCN1CCOCC1)=N\NC(=O)c1ccncc1	-19%	-13%	1%[10 µM]	·	12%[9.22 µM]	·	?	-12%
COc1cc(OC)c(OC)cc1CNCCNC(=O)c1nonc1N	-7%	0%	-1%	22%	-21%	-2%	5%	7%
COc1cccc(-n2ccnc2SCC(=O)Nc2ccccc2)c1	-10%	-18%	-2%	-3%	7%	8%	-4%	?
Cn1c(=O)cc(Cl)[nH]c1=O	7%	4%	-46%	11%	28%	6%	-30%	-8%
CN1CCN(C(=O)Nc2ccc([N+](=O)[O-])cc2)CC1	-8%	-9%	7%[10 µM]	·	-19%[9.22 µM]	·	1%	-5%
Cc1cc(NS(=O)(=O)c2ccc(NC(=O)c3oc4ccccc4c3C)cc2)no1	-3%	-7%	5%	13%	18%	-1%	2%	7%
Cc1cc(C)cc(OCc2nnc(SCC(=O)OC(C)C)o2)c1	-12%	-9%	6%	?	26%	-3%	-6%	9%
COc1cccc(C(=O)NN2c3ccccc3CCc3ccccc32)c1	-1%	-2%	-9%[10 µM]	11%[1.84 µM]	-19%	-7%	3%	4%
Cc1ccc(S(=O)(=O)NCc2cccnc2)s1	6%	11%	15%[10 µM]	-1%	-12%	3%	-2%	-1%

The list goes on:
SMILES	Tau fibril ThT	Tau fluor counter	HTT cytoprotect	SMN2 splice up	HttQ103 aggreg	ALDH1A1 block	JMJD2E inh	Tau fibril FP
CCCc1cc(=O)[nH]c(Nc2cc(OC)ccc2OC)n1	2%	-12%	3%[0.074 µM]	1.3µM*	-20%	1%	?	1%
CCN(CC)S(=O)(=O)c1cc(NC(=O)CSc2nccn2C)ccc1C	-3%	-9%	-19%[10 µM]	5%	?	-3%	14%	-5%
COc1ccc(C(=O)c2oc3ccccc3c2NC(=O)c2nc(SC)ncc2Cl)cc1Cl	-7%	-11%	·	7%	·	·	·	-10%
CCCn1c(N)c(C(=O)CSc2nc3ccccc3s2)c(=O)[nH]c1=O	-15%	-12%	-30%	13µM*	-20%	?	9%	4%
NCCc1nnc(SCc2ccccc2Cl)o1	2%	2%	23%[10 µM]	·	6%[9.22 µM]	·	-1%	12%
O=C(CSc1c(Cl)cccc1Cl)NC1CCCc2ccccc21 (stereo unspecified)	-9%	-5%	-13%[10 µM]	-7%	-20%	9%	3%	-2%
CCN(CC)S(=O)(=O)c1cccc(C(=O)OCC(=O)C23CC4CC(CC(C4)C2)C3)c1	-13%	-25%	-10%	-27%	-21%	?	-3%	1%
CC1CC(C)CN(C(=O)C(NS(=O)(=O)c2ccc(Br)s2)c2ccccc2)C1 (stereo unspecified)	-11%	-11%	28%[10 µM]	-13%	?	?	-2%	-4%
CC(C)OC(=O)n1c(=S)oc2ccccc21	1%	0%	7%	-29%	5%[9.22 µM]	7.1µM*	-4%	-2%
N#Cc1cccnc1Oc1ccccc1	15%	23%	-8%[10 µM]	·	3%[9.22 µM]	2%	0%	4%
COc1ccc(C(=O)N2CCN(c3ccc(C)cc3)CC2)cc1OC	-7%	-4%	5%	-19%	2%	16%	5%	-5%
Cc1ccc(C(C(=O)NC2CCCC2)N(Cc2ccc(F)cc2)C(=O)c2csnn2)o1 (stereo unspecified)	-4%	-9%	24%[10 µM]	-5%	23%	14µM*	3%	-1%
COc1ccc(/C=C2\SC(=S)N(CC(=O)N3CCN(C)CC3)C2=O)cc1	?	?	16%[10 µM]	·	-17%[9.22 µM]	·	-2%	4%
COc1ccc(CC(=O)Nc2cccc(/C(C)=N/NC(=O)c3cccc([N+](=O)[O-])c3)c2)cc1	?	?	4%	-17%	14%	-10%	5%	-3%
CCN(c1cccc(C(F)(F)F)c1)S(=O)(=O)c1ccc2c(c1)CCN2C(=O)C1CC1	-16%	-21%	14%[10 µM]	-79%[inhibitor]	?	2%	0%	-3%
CC(=O)Nc1sc2c(c1-c1nc3ccccc3s1)CCN(C(C)C)C2	-1%	-3%	-87%[inhibitor][10 µM]	·	?	-13%	?	-2%
CCCSc1nc(C)c2cc(C)cc(C)c2n1	-17%	-14%	1%	14%	-2%	?	?	-9%
OCC#CCSc1nnc(-c2ccc(Br)cc2)o1	?	-12%	-11%[10 µM]	-10%	?	12%	3%	-1%
C=CCn1c(=O)c(C(=O)Nc2cccnc2)c(O)c2ccccc21	-18%	-13%	-15%[1.9 µM]	-9%	?	-8%	?	-5%
COc1ccc(C(=S)NC2CCCCC2)cc1	?	-20%	-89%[inhibitor]	·	?	-6%	-19%	-10%
CCCCNC(=O)c1ccc2c(c1)N=C(CC)c1ccccc1S2	-2%	-7%	·	-14%	·	·	·	-4%
CC(=O)C1=C(c2ccccc2)NC(=O)NC1c1ccccc1OCC(=O)Nc1ccccc1 (stereo unspecified)	-5%	-9%	-3%[10 µM]	2%	11%	9%	-1%	-5%
O=C(CC(c1ccccc1)c1cc(Br)ccc1O)N1CCCC1 (stereo unspecified)	-6%	-14%	-24%	1%	2%	-14%	0%	7%
COc1ccc(CCN2C(=NC(=O)CC(C)C)SC3CS(=O)(=O)CC32)cc1OC (stereo unspecified)	-10%	-17%	-4%[10 µM]	·	21%[9.22 µM]	·	18%	-4%
CC(C)n1c(N2CCN(CC(=O)NCc3cccs3)CC2)nc2ccccc21	-6%	-7%	-8%[10 µM]	-1%	?	10µM*	-4%	-2%

Next part (4 carried over from the part before).
SMILES	Tau fibril ThT	Tau fluor counter	HTT cytoprotect	SMN2 splice up	HttQ103 aggreg	ALDH1A1 block	JMJD2E inh	Tau fibril FP
CC(=O)C1=C(c2ccccc2)NC(=O)NC1c1ccccc1OCC(=O)Nc1ccccc1 (stereo unspecified)	-5%	-9%	-3%[10 µM]	2%	11%	9%	-1%	-5%
O=C(CC(c1ccccc1)c1cc(Br)ccc1O)N1CCCC1 (stereo unspecified)	-6%	-14%	-24%	1%	2%	-14%	0%	7%
COc1ccc(CCN2C(=NC(=O)CC(C)C)SC3CS(=O)(=O)CC32)cc1OC (stereo unspecified)	-10%	-17%	-4%[10 µM]	·	21%[9.22 µM]	·	18%	-4%
CC(C)n1c(N2CCN(CC(=O)NCc3cccs3)CC2)nc2ccccc21	-6%	-7%	-8%[10 µM]	-1%	?	10µM*	-4%	-2%
O=C(CSc1c2c(nc3ccc(Cl)cc13)CCCC2)N1CCCCC1	?	-13%	·	-24%	·	·	·	12%
Cc1ccc(-n2cnc(=O)c3cccnc32)cc1	-4%	-1%	-1%	-7%	14%	6%	20%	1%
COc1ccc(C(=O)/C=C/Sc2nc3ccccc3o2)cc1	-16%	-3%	-38%[10 µM]	·	3%[9.22 µM]	·	1%	?
Cc1nn(CC(=O)OCC(=O)NC(C)c2ccccc2)c(C)c1[N+](=O)[O-] (stereo unspecified)	-5%	0%	19%[10 µM]	4%	6%	9%	1%	-3%
CN(C(=O)Nc1ccc(S(=O)(=O)N(C)C)cc1)C1CCCCC1	2%	-7%	2%[10 µM]	14%	15%	5%	7%	-4%
NS(=O)(=O)c1cc(C(=O)OCC(=O)Nc2ccc(N3CCCCC3)cc2)ccc1Cl	-15%	?	3%[10 µM]	·	5%[9.22 µM]	-7%	11%	4%
O=C(Nc1ccccc1C(=O)O)/C(=C/c1ccc([N+](=O)[O-])cc1)NC(=O)c1ccc(Br)o1	?	11%	0%	-29%	-5%	10µM*	-1%	?
CC1OC(Oc2ccc3ccc(=O)oc3c2-c2c(O)ccc3cc(Oc4ccc5ccc(=O)oc5c4)c(=O)oc23)C(O)C(O)C1O (stereo unspecified)	-5%	-15%	·	16%	20%	13%	?	2%
